# Bioassay records from PubChem.
# DUSP3 inh – VHR1 phosphatase inhibitors, primary screen, biochemical, absorbance, uHTS; Dual specificity protein phosphatase 3 (Homo sapiens), P51452; recombinant VHR phosphatase, pNPP absorbance; inhibition, % at 13.3 µM; 0.52% of 290,000 active; AID 1654, 2009; in the data active means inhibition above about 50%; further: some compounds called inactive have numbers as strong as hits
# Target sequence (P51452 whole entry, looked up): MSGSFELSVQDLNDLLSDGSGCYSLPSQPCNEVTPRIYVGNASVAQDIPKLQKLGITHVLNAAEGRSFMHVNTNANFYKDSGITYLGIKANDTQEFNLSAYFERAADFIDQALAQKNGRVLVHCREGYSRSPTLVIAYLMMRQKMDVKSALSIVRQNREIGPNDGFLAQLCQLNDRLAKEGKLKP
# PriA SSB inh – inhibitors of Klebsiella pneumoniae PriA binding to SSB C-terminal tail, primary screen, biochemical, AlphaScreen. 0.6% of 430,000 active. AlphaScreen SSBct-PriA binding, biotinylated peptide. PriA–SSB C-terminal tail interaction (Klebsiella pneumoniae). inhibition, % at 33 µM; in the data active means inhibition mostly above about 37%, no sharp cut-off; inactive means mostly below about 20%;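 further: plate controls were negative control peptide for no effect and reference peptide for full effect; strong numbers were not always called active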
# FBA Mtb inh – Mtb FBA enzyme inhibitors, primary screen, biochemical, fluorescence, strain H37Rv; Fructose-bisphosphate aldolase (Mycobacterium tuberculosis (strain ATCC 25618 / H37Rv)), …; purified M. tuberculosis FBA, fluorescence read-out; inhibition, % at 1 µM; 2.3% of 360,000 active; AID 588726, 2011; in the data active means inhibition above about 27%;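 further: 0% = vehicle and 100% = reference inhibitor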
# Target sequence (P9WQA3 whole entry, looked up): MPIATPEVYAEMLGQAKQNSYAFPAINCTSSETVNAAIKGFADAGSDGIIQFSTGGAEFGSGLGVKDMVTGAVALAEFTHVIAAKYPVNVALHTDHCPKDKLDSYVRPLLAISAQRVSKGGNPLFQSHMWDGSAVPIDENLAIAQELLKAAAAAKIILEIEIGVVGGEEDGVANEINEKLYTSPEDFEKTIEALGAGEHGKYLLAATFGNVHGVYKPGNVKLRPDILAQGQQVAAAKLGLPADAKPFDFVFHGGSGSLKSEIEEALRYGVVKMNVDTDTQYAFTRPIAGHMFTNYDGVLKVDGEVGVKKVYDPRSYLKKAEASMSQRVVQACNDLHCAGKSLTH
# GDH-TPI counter – GDH-TPI coupling enzyme inhibitors, primary screen, artefact control for M. tuberculosis FBA inhibitor project, biochemical, absorbance, full deck; GDH-TPI coupled enzyme counterscreen, NADH absorbance; inhibition, % at 4.8 µM; 1.2% of 360,000 active; AID 588335, 2011; in the data active means inhibition above about 30%;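 further: 0% = DMSO wells and 100% = wells lacking the enzyme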
# SARS 3CLpro inh – SARS-CoV 3CLpro protease inhibitors, primary screen, biochemical, quenched FRET; recombinant SARS-CoV 3CLpro, quenched FRET peptide cleavage; inhibition, % at 6 µM; 0.14% of 290,000 active; AID 1706, 2009; in the data active means inhibition above about 12%
# Rv3671c protease – Rv3671c serine protease inhibitors, primary screen, biochemical, fluorescence polarization, M. tuberculosis H37Rv | inhibition, % at 5.96 µM | 0.048% of 320,000 active | AID 2606, 2010; in the data active means inhibition above about 38%;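 further: extracellular domain of Rv3671c used as enzyme; 0% = enzyme with DMSO and 100% = no enzyme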
# MazEF act – activators of E. coli MazEF toxin-antitoxin RNase, primary screen, biochemical, fluorescence, uHTS. activation, % at 20 µM. AID 504720, 2011. FAM/BHQ RNA-DNA oligo cleavage fluorescence, 5 h. Endoribonuclease toxin MazF (Escherichia coli (strain K12)), P0AE70. 0.32% of 350,000 active; in the data active means activation above about 50%
# Target sequence (P0AE70 whole entry, looked up): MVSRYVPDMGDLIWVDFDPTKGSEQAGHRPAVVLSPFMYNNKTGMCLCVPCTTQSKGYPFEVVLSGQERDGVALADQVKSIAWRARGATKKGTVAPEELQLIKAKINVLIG
# Mtb BioA inh – M. tuberculosis BioA enzyme inhibitors, primary screen, biochemical, plate reader, single point, HTS; purified M. tuberculosis BioA enzyme; inhibition, % at 9.99 µM; 0.096% of 360,000 active; in the data active means inhibition above about 40%
# Mtb UGM inh – M. tuberculosis UGM enzyme inhibitors, primary screen, biochemical, fluorescence polarization, single point. purified UGM, fluorescence polarization probe displacement. inhibition, % at 10 µM. 0.06% of 320,000 active; in the data active means inhibition above about 10%, passing the limit was not always enough
# Target sequence (P9WIQ1 whole entry, looked up): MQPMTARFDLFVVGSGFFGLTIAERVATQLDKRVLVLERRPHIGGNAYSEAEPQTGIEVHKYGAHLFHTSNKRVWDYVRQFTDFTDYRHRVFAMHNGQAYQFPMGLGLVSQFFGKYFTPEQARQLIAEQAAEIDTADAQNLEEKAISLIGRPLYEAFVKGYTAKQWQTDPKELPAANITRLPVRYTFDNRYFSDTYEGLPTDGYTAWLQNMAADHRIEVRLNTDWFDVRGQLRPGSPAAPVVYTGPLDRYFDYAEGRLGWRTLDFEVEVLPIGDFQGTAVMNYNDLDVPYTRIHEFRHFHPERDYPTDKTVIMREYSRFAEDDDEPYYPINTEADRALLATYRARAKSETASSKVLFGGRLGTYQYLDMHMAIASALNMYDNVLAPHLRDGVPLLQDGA
# BH1578 lux ind – inducers of Vibrio cholerae quorum light production without autoinducers, primary screen, BH1578 luxS cqsA deficient, single point; V. cholerae BH1578 lux reporter, luminescence, 6 h; activation, % at 18.7 µM; 0.16% of 350,000 active; AID 588436, 2011; in the data active means activation mostly above about 9.7%, no sharp cut-off; further: not every result past the cut was called active; inactives centre near 0; reference of the scale not given here
# Numbers without * were called inactive; i = inactive; / = no result given; & = joins results of further samples.
canonical_smiles	Mtb UGM inh	Rv3671c protease	BH1578 lux ind	GDH-TPI counter	PriA SSB inh	SARS 3CLpro inh	MazEF act	DUSP3 inh	FBA Mtb inh	Mtb BioA inh
CC(C)CCNC(=O)c1ccccc1NC(=O)C1=CSCCO1	4.0	-6	-0.3	16	-17	-2	4	2	-1	0.0
O=C(c1ccco1)N1CCCN(Cc2nc(-c3cccs3)no2)CC1	-1.7	0	i	14	5	0	0	-7	-3	/
O=C(CC1C(=O)NCCN1Cc1cccc(Oc2ccccc2)c1)NCCc1ccncc1 (centres undefined)	-3.2	0	4.8	-21	2	0	-8	20	3	-0.4
Cc1ccc(S(=O)(=O)N2CCC(=O)N(C(COCc3ccc(Cl)cc3)Cc3ccccc3)CC2)cc1 (centres undefined)	-2.7	-15	-0.3	3	-2	-4	-10	-15	-1	-1.3
CCCCn1c(CN2CCN(C(=O)OCC)CC2)nc2c1c(=O)n(C)c(=O)n2C	-3.1	1	i	-10	-6	-5	-4	-2	0	-0.4
CC(=C/c1ccc(C(C)C)cc1)/C=N/NC(=O)c1ccncc1	0.9	-13	i	30	/	1	3	21	-4	/
CCC(CC)c1nnc(NC(=O)CCc2ccccc2OC)s1	3.7	-5	-0.4	-3	-6	0	18	19	-2	/
S=c1[nH]nc(-c2ccc3ccccc3n2)n1Cc1ccccc1	1.0	-2	-2.6	19	-10	1	2	-8	4	/
Cc1ccc(Cn2cc(C=O)c3ccccc32)cc1	-0.1	-19	i	3	-16	0	-6	-10	0	-0.5
Cc1cnc(C(=O)OCC(=O)NC(=O)NC(C)C)cn1	-1.0	2	33*	-3	0	-3	-5	21	0	-0.9
COc1ccccc1OC(C)C(=O)Nc1nc(-c2ccc(S(=O)(=O)N3CCOCC3)cc2)cs1 (centres undefined)	-2.3	-21	-0.2	1	-4	6	-10	33	3	-0.1
CC(=O)NC(c1ccc(F)c(F)c1)c1nc(-c2ccc3c(c2)OCO3)cs1 (centres undefined)	/	/	i	3	/	/	/	/	0	1.5
CCOc1ccc(Br)cc1/C=N/O	-1.4	-7	i	9	/	3	0	-13	0	-0.2
CCOC(=O)c1ccc(CNC(=O)Cn2nnc(-c3cccc(C)c3)n2)o1	1.8	3	i	1	/	-2	/	19	4	/
COc1cccc(C2NC(CCSC)(C(=O)O)C3C(=O)N(C(C)C)C(=O)C23)c1O (centres undefined)	-0.9	5	-0.5	2	-6	-3	7	25	0	-0.4
O=c1c2c(-c3ccccc3)csc2nc2n1CCC2	0.3	7	5.6	7	-21	-3	2	-23	1	-4.5
Cc1cc(CCN2CCC(=O)NC2=S)ccc1OC(C)C	-0.5	-1	5.3	-7	-12	-2	-2	6	2	-1.0
O=C(CSc1nnc2ccccn12)NNC(=O)c1cccc([N+](=O)[O-])c1	1.8	3	i	3	-20	/	7	/	0	0.9
O=c1[nH]nc(-c2ccc(F)cc2)cc1Cc1ccccc1	0.3	-4	i	13	5	0	7	12	-2	/
CSc1nnc(C2CCN(CC(=O)Nc3ccccc3N3CCOCC3)CC2)n1C(C)C	0.2	4	-2.2	5	-12	8	1	17	2	-1.0

# Single entries from the list.
# `O=C(CSc1nnc2ccccn12)NNC(=O)c1cccc([N+](=O)[O-])c1` – PriA SSB inh: -20
# `S=c1[nH]nc(-c2ccc3ccccc3n2)n1Cc1ccccc1` – DUSP3 inh: -8
# `COc1ccccc1OC(C)C(=O)Nc1nc(-c2ccc(S(=O)(=O)N3CCOCC3)cc2)cs1` (centres undefined) – GDH-TPI counter: 1
# `O=C(CC1C(=O)NCCN1Cc1cccc(Oc2ccccc2)c1)NCCc1ccncc1` (centres undefined) – Rv3671c protease: 0
# `Cc1cc(CCN2CCC(=O)NC2=S)ccc1OC(C)C` – SARS 3CLpro inh: -2
# `CCOC(=O)c1ccc(CNC(=O)Cn2nnc(-c3cccc(C)c3)n2)o1` – SARS 3CLpro inh: -2

# (listing goes on)
canonical_smiles	Mtb UGM inh	Rv3671c protease	BH1578 lux ind	GDH-TPI counter	PriA SSB inh	SARS 3CLpro inh	MazEF act	DUSP3 inh	FBA Mtb inh	Mtb BioA inh
COc1ccccc1C(=O)Nc1cc2cc(Br)ccc2oc1=O	0.7	0	i	11	-15	-1	-55	4	1	1.6
COCCN1CCN(C(=O)c2ccc3oc(CCCc4ccccc4)nc3c2)CC1	1.4	2	-0.3	-2	-19	-4	0	12	3	1.3
C=CCOC(=O)C1=C[C@H](c2coc3ccccc3c2=O)C[C@H](OCCCCO)O1	2.2	-7	i	8	-4	/	-9	/	-1	1.1&0.0
O=C(c1cccc(F)c1)N1CCN(C(=O)C2CC2)CC1	-0.5	0	-0.5	3	-4	-4	-1	11	-2	-1.2
Cc1ccc(NC(=O)C2C3C=CC4(O3)C2C(=O)N(CCCN2CCCCC2)C4C(=O)NC2CCCCC2)cc1C (centres undefined)	0.8	4	i	-1	-5	6	11	-3	-2	-0.8
COc1c2c(cc3oc(CO[C@@H]4O[C@H](CO)[C@@H](O)[C@H](O)[C@H]4O)cc(=O)c13)O[C@H](C(C)(C)O)C2	-1.4	4	-0.5	12	-8	/	11	/	16	-2.5
COc1ccc(Cl)cc1-c1nc(-c2ccc(Br)o2)no1	0.7	6	-0.2	1	-4	-7	-126	0	-1	-0.3
O=c1[nH]c(=O)n(Cc2ccccc2Cl)c(O)c1/C=C1/C=CC=N1	1.7	-4	-0.4	7	/	9	48	30	-1	/
Cc1ccc(-c2nnc(COC(=O)c3ccco3)o2)cc1	1.7	-6	1.7	10	-10	0	-1	16	11	-2.0
CCC(CO)NC(=O)c1ccccc1C(F)(F)F (centres undefined)	0.4	-3	-0.2	-1	-15	7	1	-4	9	/
O=C(Nc1nc2c(s1)C(=O)CCC2)c1ccccc1	-0.4	0	i	11	-2	-3	-21	19	-2	/
COc1ccc(C=O)cc1OC(=O)C1(C)Cc2ccccc2C(=O)O1 (centres undefined)	6.0	-1	-0.9	18	-4	-1	4	12	0	-1.5
CCN1CCN(CCCNC(=O)Cn2cc3c(n2)CCCC3)CC1	2.8	2	-0.3	0	-11	-1	7	0	-2	-0.4
O=C(c1ccco1)N1CCN(C(=O)c2oc(=O)c3ccccc3c2-c2ccccc2)CC1	0.6	5	i	9	4	0	1	0	0	7.1
CC1CCN(S(=O)(=O)c2ccc3c(c2)N(CC(=O)NCCCN2CCCC(C)C2)C(=O)CS3)CC1 (centres undefined)	-0.2	5	-1.0	2	-2	-3	13	23	-1	8.0
CC(=O)Nc1ccc(CNc2nc3cc(-c4ccc(F)cc4)sc3c(=O)n2C)cc1	/	/	-0.6	3	/	/	/	/	1	-1.1
CCCC1=C(C(=O)OCC)C(c2cc(Cl)cc(OC)c2OCc2ccccc2)NC(=O)N1 (centres undefined)	-4.2	-4	-0.2	-4	-14	-1	2	37	-3	/
Cc1ccc(NC(=O)C2CC(=O)n3ncnc3N2)cc1C (centres undefined)	-2.7	2	-0.2	10	4	0	2	20	-1	1.1
CC1=C(C)SC(=C(C#N)c2nnc(N3CCOCC3)n2-c2ccccc2)S1	-1.8	0	/	/	-3	/	1	36	/	/
O=C1C2C3C=CC(C4CC34)C2C(=O)N1/N=C/c1ccc(-c2cccc([N+](=O)[O-])c2)o1 (centres undefined)	-1.2	-8	1.6	27	/	1	-1	-4	-1	/
Cc1ccc(SCC(=O)OCC(=O)N(CCC#N)c2ccccc2)cc1	-1.1	-5	i	-6	-2	/	-1	/	0	-1.3
COCCn1c(SCC(=O)N2CCCCCC2)nc2c([nH]c3ccccc32)c1=O	0.6	-4	i	12	-3	0	2	18	4	-0.8
COc1ccc(/C=N/n2cnnc2SCc2ccc(OC)cc2)cc1	1.8	0	i	6	/	-3	-3	2	0	0.5
COc1ccc(-c2oc(=O)c3cc(OC)c(OC)cc3c2C#CCCCO)cc1	-0.1	-6	-0.8	29	1	/	5	/	6	-4.3
CCOc1cccc(C(=O)Nc2cccnc2)c1	0.8	0	i	-9	-17	3	0	-25	3	18
Cc1ccc2c(C)c(C(=O)NCC(C)(C)N3CCOCC3)oc2c1C	-1.8	3	i	0	-2	-4	5	3	1	-1.2
CCN1CCN(C(c2cccs2)C(C)NS(=O)(=O)c2ccc(Br)cc2)CC1 (centres undefined)	-1.7	4	i	-4	1&-6	2	3	27	0	-1.4
COCCOC(=O)C1=C(C)NC2=C(C(=O)CCC2)C1c1ccc2c(c1)OCO2 (centres undefined)	0.6	2	i	28	-7	-2	4	18	2	/
CCc1cccc(CC)c1N1C(=O)CC(Sc2ccccc2N)C1=O (centres undefined)	/	/	-4.8	7	/	/	-5	/	-1	-0.5
COc1ccc(C(=O)N2CCN(CCNC(=O)C(=O)Nc3ccc(F)cc3)CC2)cc1	-3.5	2	i	13	6	4	5	-14	0	0.6
CC(SCc1ccccc1)C(=O)Nc1ccccc1 (centres undefined)	1.3	8	i	4	-23	-2	-3	29	0	-0.4
Cc1ccccc1CS(=O)(=O)c1ccc(C(=O)N2CCC(C)CC2)cc1[N+](=O)[O-]	-2.3	0	-0.3	0	-3	1	2	18	-1	/
CCCC(C(=O)NC(C)(C)C)N(CC1CCCO1)C(=O)CNS(=O)(=O)c1ccc(F)cc1 (centres undefined)	-4.5	-1	-0.4	-4	8	2	9	18	0	-1.0
O=C(C1CCCCC1)N1C[C@H](n2cc(C3CC3)nn2)[C@@H](O)C[C@@H]1c1ccccc1	/	/	-0.4	1	/	/	5	/	1	-2.3
CCc1cc(=O)oc2cc(OCC(=O)NCCCN3CCOCC3)c(Cl)cc12	0.4	4	i	3	-2	3	9	15	6	0.5
O=CNC1CCCc2c1[nH]c1ccc(Cl)cc21 (centres undefined)	0.5	-2	i	1	0	2	6	21	2	0.5
NS(=O)(=O)c1ccc(NC(=O)CSc2cn[nH]n2)cc1	-0.4	-1	i	-2	-8	-3	-18	3	7	-3.8
Cc1ccc(OCCNC(=O)c2ccccc2OCc2c(C)noc2C)cc1	/	-3	i	-9	-4	/	2	/	-1	2.2
CCCCn1c(SCC(=O)NCc2ccc(OC)c(C(=O)O)c2)nc2cc(S(N)(=O)=O)ccc21	-3.9	-7	-10	-4	0	3	16	-8	-1	0.2
COc1cccc(CNc2nc(-c3cccnc3)nc3ccccc23)c1	-0.3	-14	-1.4	-8	9	-1	2	17	-3	0.2
Cc1cccc(NC(=O)c2sc3nc(-c4ccccc4)cn3c2C)n1	1.9	-15	-1.2	18	-8	2	-8	4	0	-0.8
C/C(=N/NC(=O)c1ccc2c(c1)OCCO2)c1ccc([N+](=O)[O-])cc1	1.3	-5	-0.5	5	/	7	10	8	1	-1.0
CC(=O)Nc1ccc(S(=O)(=O)N(C)CC(=O)OC(C)C(=O)NC2CCCCC2)cc1 (centres undefined)	0.9	2	i	6	-3	/	4	/	-2	-0.9
CCCCNC(=S)NCc1ccc2[nH]c3c(c2c1)CCCC3	-1.0	17	-0.1	0	34	-3	-5	0	-2	-1.1

# 2 neighbouring compounds out of the list so far, for reference:
canonical_smiles	Mtb UGM inh	Rv3671c protease	BH1578 lux ind	GDH-TPI counter	PriA SSB inh	SARS 3CLpro inh	MazEF act	DUSP3 inh	FBA Mtb inh	Mtb BioA inh
Cc1cccc(NC(=O)c2sc3nc(-c4ccccc4)cn3c2C)n1	1.9	-15	-1.2	18	-8	2	-8	4	0	-0.8
C/C(=N/NC(=O)c1ccc2c(c1)OCCO2)c1ccc([N+](=O)[O-])cc1	1.3	-5	-0.5	5	/	7	10	8	1	-1.0

# An excerpt; rates above refer to the full screens.
